Myeloid diff 2: compounds promoting myeloid differentiation | ER-HoxA9 myeloid progenitors, lysozyme-GFP differentiation, flow cytometry | calls only at 10 µM | 1% of 360,000 active;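 active = normalized GFP-positive differentiation at or above the plate's own cutoff, the solvent-only control mean plus 3 SD; inconclusive = no clear call, values can overlap the other calls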;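 also: cells exposed to compound for four days before flow analysis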
MT stabilize HCS: microtubule stabilization, imaging screen; HeLa tubulin immunostaining HCS, 24 h; share of cells brighter than vehicle mean+2SD; % tubulin-high responders, % at 10 µM; 0.83% of 200,000 active; AID 2205;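 active = plate Z-score above 3 for both tubulin-high and condensed-nucleus cell shares, with cell loss under 80%, at 10 µM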;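 also: anti alpha tubulin signal scored within the nucleus-defined area of each cell; some results filed as inactive read as strong as hits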
West Nile virus CPE: West Nile virus antiviral activity, cell-based, CPE readout (AID 1621); West Nile virus-infected cells, CPE inhibition; higher % means a stronger effect; 0.02% of 290,000 active; one-dose CPE inhibition, % at 10 µM; IC50 in µM for titrated hits; in the data active = a potency from the dose series; inconclusive = CPE inhibition mostly from about 3.7% at the one dose, without a potency; inactive = the rest, 99 in 100 with CPE inhibition below about 2.2%; also: strong numbers were not always called active
Hep lipid drop: modulators of hepatic lipid droplet formation | AML12 mouse hepatocytes, oleate lipid droplets, BODIPY imaging | inhibition, % at 6.5 µM | 0.4% of 240,000 active | AID 1656;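 active = lipid droplet intensity inhibited by at least 50%, with more than 500 cells counted; inconclusive = wells with under 300 cells, treated as cytotoxic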
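Test system: AML12 hepatocytes (mouse); reagent: oleate loading, 100 µM; dosing: one dose, 6.5 µM compound; incubation: overnight exposure; signal: fluorescence imaging, 20x objective, two fields per well; read-out basis: % inhibition of corrected integrated BODIPY droplet signal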
b-catenin transl: alters nuclear translocation of beta-catenin in HeLa cells; immunofluorescence imaging; nuclear translocation activity, % at 5 µM; 0.3% of 190,000 active;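 active = nuclear translocation activity above 50% at 5 µM, with a well cell count of 50 or more; inconclusive = wells under 50 cells across six images, flagged as toxic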;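 also: per-cell ratio of nuclear to cytoplasmic median beta-catenin stain intensity; plate controls were DMSO negative control for no effect and GSK-3 inhibitor IX positive control for full effect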
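Test system: human HeLa cells, native beta-catenin. Compound dosing: 5 µM primary single dose, 0.1% DMSO, 0.02–20 µM confirmation series. Incubation: compound exposure 24 h at 37°C. Detection: beta-catenin immunostaining with DAPI counterstain, 20x imaging, 6 fields/well. Read-out basis: Nuclear/cytoplasmic beta-catenin signal ratio, % activation.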
WT yeast gro inh: growth inhibition of WT yeast, mitochondrial fusion screen; inhibition, % at 10 µM; AID 1362; mitochondrial fusion phenotypic screen, WT strain; 2.1% of 190,000 active; in the data active = inhibition above about 58%; tested in S. cerevisiae
Insulin prom up: MIN6 insulin promoter up-regulation | MIN6 insulin promoter-GFP reporter, high-content imaging; active compounds read high | z-score at 5 µM | 0.3% of 190,000 active | AID 1625;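 active = z-score above 3 at 5 µM with at least 500 cells counted in the well; inconclusive = wells under 500 cells, flagged as cytotoxic or low count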
Autophagy HCS: autophagy modulation, high-content screen; MEF GFP-LC3 puncta imaging; test concentration mostly 10 µM; calls only at 10 µM (by protocol); 0.98% of 190,000 active; AID 463193;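 active = percentage of spot-positive cells more than 3 SD above its plate mean, without a fluorescence outlier flag or 80% toxicity; inconclusive = no clear call, values can overlap the other calls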;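 also: spot-positive cell cutoff set from DMSO-treated cells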
T cell modulator: T cell immune modulators affecting CD8 T cell-vesicle binding; AID 2052; 2C CD8+ T cell-vesicle binding, flow cytometry; active compounds read low; calls only at 7 µM; 0.068% of 330,000 active;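 active = response, share of CD8 T cells binding vesicles, and their 90th percentile fluorescence all below set limits, cut at about 80% in these data, passing the limit was not always enough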
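incubation = binding step 1.5 h, 37 °C, antibody labelling 20 min, ice | test system = 2C mouse CD8+ T cells | read-out basis = percent CD8+ FL2 mean versus row control | controls = Peptide-free naked vesicles (low) and QL9 vesicles with 0.7% DMSO vehicle (high) | detection = flow cytometry of vesicle-bound cells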
WT yeast gro inh mutant strain: further read-out of WT yeast gro inh, marked with its call; inhibition, %; mitochondrial fusion phenotypic screen, mutant strain inhibition
Insulin prom up cell count: recorded beside Insulin prom up, whose call it bears; cell count; measured here: cytotoxicity, nuclei count;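 total cells summed across four imaged fields per well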
Hep lipid drop cells 6.5 µM: recorded beside Hep lipid drop, whose call it bears; cell count; measured here: cell count, cytotoxicity flag;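 cells counted across two imaged fields per well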
b-catenin transl cell count 5 µM: recorded beside b-catenin transl, whose call it bears; cell count; measured here: cell count, cytotoxicity flag
T cell modulator vesicle-bound %: also measured in T cell modulator; calls as there; double positive events, %; measured here: CD8+ vesicle-bound cell fraction;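 binding gate set so that unloaded-vesicle control wells show 10% double positive cells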
MT stabilize HCS Hoechst-high %: second read-out of MT stabilize HCS, no call of its own (marks repeat the call); % Hoechst-high responders; measured here: nuclear condensation Hoechst responders;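 share of cells brighter than vehicle mean plus two SD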
MT stabilize HCS cytotoxicity %: also measured in MT stabilize HCS; calls as there; toxicity, %; measured here: cytotoxicity by cell density;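 0% = mean cell density of plate MIN control wells and 100% = no cells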
Autophagy HCS cell loss 18 h: recorded beside Autophagy HCS, whose call it bears; toxicity, %; measured here: cell loss, nuclei count;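 cell loss after 18 h compound exposure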
Myeloid diff 2 GFP+ MAC1+ %: recorded beside Myeloid diff 2, whose call it bears; GFP+ MAC1+ double positive, %; measured here: differentiation confirmed by MAC1 staining
* hit, by the source's call; i = inactive; ? = inconclusive; . = not tested or not shown; + = active, no number.

Results follow in this order: Myeloid diff 2	Myeloid diff 2 GFP+ MAC1+ %	MT stabilize HCS	MT stabilize HCS Hoechst-high %	MT stabilize HCS cytotoxicity %	West Nile virus CPE	Hep lipid drop	Hep lipid drop cells 6.5 µM	b-catenin transl	b-catenin transl cell count 5 µM	WT yeast gro inh	WT yeast gro inh mutant strain	Insulin prom up	Insulin prom up cell count	Autophagy HCS	Autophagy HCS cell loss 18 h	T cell modulator	T cell modulator vesicle-bound %
1	O=C1C2CC=C(Cl)CC2C(=O)N1c1ncn[nH]1 (stereo not drawn)
    i	2.1	1.9	1.5	23	0.3%	16	728	0.7	1047	-13	10	.	.	i	-2	i	49
2	COc1ccc(CN2CCNC(=O)C2CC(=O)NCCc2nc(C)c(C)s2)c(OC)c1 (stereo not drawn)
    i	0.2	.	.	.	-0.2%	8	724	-0.5	1317	.	.	-0.4	1049	.	.	i	20
3	COc1ccc(NC(=O)CSc2c3c(nc4ccccc24)CCC3)c(OC)c1
    i	1.0	4.5	4.5	5.8	-0.7%	-2	731	-1.3	913	2	-22	-0.18	1316	i	1	i	52
4	COc1ccc(/C=C(\C#N)C(=O)c2c(C)[nH]c3ccccc23)cc1OC
    i	0.5	2.3	4.1	8.6	0.2%	-27	578	1.6	499	1	-8	0.75	1240	i	-21	i	34
5	O=C(Nc1ccc(Cl)c(S(=O)(=O)N2CCOCC2)c1)c1ccccc1-c1ccc(C(F)(F)F)cc1
    i	0.2	3.0	3.0	8.3	-0.9%	-15	315	-1.1	973	7	-9	-1.2	1108	i	23	i	50
6	Cc1ccc2nc(-c3cccc(Br)c3)cc(C(=O)Nn3cnnc3)c2c1
    i	0.8	6.0	3.0	5.1	0.2%	.	.	-0.1	1544	11	5	0.88	1526	i	6	i	37
7	O=C(O)c1ccc(-n2cc(C(=O)c3ccccc3O)cn2)cc1
    i	0.3	.	.	.	?	-3	723	.	.	.	.	.	.	.	.	i	4
8	Cc1ccccc1N1CCN(C(=S)c2ccc([N+](=O)[O-])cc2)CC1
    i	0.5	2.9	2.5	8.5	-1.0%	-14	585	2.2	492	31	45	0.25	1267	i	-10	i	33
9	CC(=O)Nc1ccc(OCC(O)CN2CCCCC2C)cc1 (stereo not drawn)
    i	0.2	5.2	1.8	9.0	-0.6%	-6	387	-2.2	964	-1	-31	0.31	1302	i	1	i	50
10	COc1cccc(C(=O)Nc2ccc(S(=O)(=O)NCc3ccco3)cc2)c1
    i	1.5	2.6	2.0	0.4	-0.1%	.	.	-1.9	984	1	-3	0.07	1243	i	-61	i	19
11	Clc1ccc(-c2csc(NNC3=NCCCCC3)n2)cc1
    i	0.3	2.2	0.9	7.8	0.1%	.	.	-1.7	1356	31	32	0.02	1587	i	-27	i	37
12	O=C(CN1C(=O)C2C3C=CC(C3)C2C1=O)N1CC(=O)N(CCc2ccccc2)C(=O)C1 (stereo not drawn)
    i	0.6	3.3	3.1	0.9	0.3%	10	677	-0.4	1099	14	24	-0.45	1862	i	6	i	29
13	CC1(C)CC(=O)C(C=NC(CCC(N)=O)C(=O)O)=C(O)C1 (stereo not drawn)
    i	6.4	3.2	2.4	2.0	-0.4%	0	667	0.4	1004	16	19	0.06	1782	i	-4	i	25
14	Cc1ccc(-c2csc(NC(=O)c3ccc4c(=O)n5c(nc4c3)CCCCC5)n2)cc1
    i	0.7	2.5	1.3	5.6	0.7%	-4	626	0.2	1183	3	1	-0.9	1361	i	8	i	39
15	Cc1cnc(NC(=O)CSc2nnc(-c3ccccc3)o2)s1
    i	1.1	1.9	0.1	24	0.6%	-7	709	2.0	1170	-13	-6	.	.	i	-6	i	41
16	COC(=O)c1sc(NC(=S)NC(=O)c2cc(OC)c(OC)c(OC)c2)nc1C
    i	0.0	.	.	.	-0.8%	-2	819	.	.	.	.	.	.	.	.	i	57
17	CSc1cccc(NS(=O)(=O)c2ccc(-c3coc(C)n3)cc2)c1
    i	5.7	.	.	.	-0.2%	5	680	.	.	.	.	.	.	.	.	i	13
18	O=C(CN1CCCCC1)Nc1cccc(Cl)c1Cl
    i	0.9	3.8	1.3	1.9	0.3%	2	736	-0.9	1069	10	27	0.02	1939	i	-5	i	36
19	CCOc1ccc(C2C(C#N)=C(N)N(c3sc4c(c3C#N)CCCC4)C3=C2C(=O)CCC3)cc1 (stereo not drawn)
    i	0.1	2.7	1.9	7.5	1.3%	.	.	1.4	1370	23	-7	-1.8	1331	i	21	i	36
20	Cc1nnc(NC(=O)CSc2nnc(CNC(=O)c3ccc(S(=O)(=O)N(C)C)cc3)o2)s1
    i	1.3	.	.	.	0.7%	-1	820	.	.	.	.	.	.	.	.	i	70
21	CCN(c1ccc(NC(=O)c2ccc(Cl)nc2)cc1)C(C)C
    i	0.8	23*	20*	80*	-0.7%	6	699	27	901	4	-16	-0.17	1148	i	40	i	10
22	Cc1ccc(-c2c(C)sc(=NC(=O)c3ccco3)n2C)cc1
    i	1.8	2.8	1.5	8.3	-0.3%	.	.	-3.0	873	5	-25	1.3	1402	i	18	i	4
23	COc1ccccc1-c1ccc(SCc2cccc(F)c2)nn1
    i	1.1	2.8	3.5	9.2	-1.2%	8	666	-1.9	958	50	50	-0.18	1519	i	9	i	34
24	COc1ccc(C(=O)N/N=C/c2c(C)[nH]c(=O)[nH]c2=O)cc1
    i	0.8	1.5	1.0	3.8	0.1%	-5	664	-1.0	986	-2	0	0.51	1574	i	19	i	54
25	CC(C)c1cccc(C(C)C)c1NC(=O)CN1CCCC1
    i	4.5	.	.	.	-0.5%	-9	804	.	.	.	.	.	.	.	.	i	16
26	COC(=O)Cn1cc(C(=O)c2cccs2)c2ccccc21
    i	1.3	4.1	3.3	6.8	0.6%	0	675	.	.	22	37	0.19	1230	i	-3	i	25
27	COc1ccccc1CNS(=O)(=O)c1c(C)[nH]c(=O)[nH]c1=O
    i	6.6	1.2	1.1	9.0	0.2%	3	769	.	.	-13	-7	-0.11	978	i	-2	i	19
28	CCCC(=O)Nn1cnc2c(c1=O)C1(CCCC1)Cc1ccccc1-2
    i	1.0	3.1	2.4	7.1	-0.9%	2	772	.	.	-15	-2	0.02	1391	i	-7	i	58
29	CC(=O)O/N=C/c1c(N2CCOCC2)n(C)c2ccccc12
    i	1.3	1.7	2.3	3.0	0.2%	.	.	.	.	66	69	.	.	i	4	i	59
30	N#Cc1c2nc3ccccc3nc2n2cc(NC(=O)c3ccc(F)cc3)ccc12
    i	1.5	28	8.1	15	-0.1%	6	692	2.8	913	8	7	0.23	1140	i	2	.	.
31	Cc1ccc(/C=N/NC(=O)c2nnn(-c3nonc3N)c2CN(C)C)s1
    i	4.7	.	.	.	0.6%	1	721	.	.	.	.	.	.	.	.	i	46
32	O=[N+]([O-])c1cccc(-c2ccc(/C=N/NC(=S)Nc3ccccc3)o2)c1
    .	.	3.5	1.4	2.6	-0.3%	.	.	-1.9	1369	33	58	0.5	1465	+	8.4*	i	35
33	CN(c1ccc(C(=O)N2CCCCC2)cc1)S(=O)(=O)c1ccccc1
    i	1.6	4.1	1.5	2.4	-0.8%	-2	707	.	.	-11	-21	-1.3	1099	i	14	i	44
34	Cc1ccc(NC(=O)N2CCc3ccccc32)cc1C
    i	0.0	1.6	1.2	3.6	-0.7%	-2	611	-1.4	1037	21	20	0.15	1537	i	9	i	48
35	NCCCC[C@@H]1NC(=O)[C@H](CCC(=O)O)NC(=O)c2cc([N+](=O)[O-])cc(I)c2OCC[C@@H](C(N)=O)NC1=O
    i	2.5	2.8	1.6	4.9	-0.4%	.	.	-1.4	574	-6	-13	0.24	1225	i	-1	i	29
36	Cc1cc(C)cc(OCC(O)CN2CCN(C(=O)c3ccco3)CC2)c1 (stereo not drawn)
    i	0.3	.	.	.	-0.5%	0	819	.	.	.	.	.	.	.	.	i	9
37	O=C(COC(=O)c1cc(=O)[nH]c2ccccc12)NC(=O)NC1CCCCC1
    i	0.6	1.6	2.5	7.3	-0.4%	.	.	-8.5	974	-2	0	-0.28	1526	i	-5	i	22
38	CCOC1CS(=O)(=O)CC1OCC (stereo not drawn)
    i	1.9	1.0	1.1	7.2	0.9%	.	.	-0.6	1336	33	3	0.2	1535	i	14	i	25
39	Cc1ccc(NC(=O)c2nnn(-c3ccc4c(c3)OCCO4)c2N)cc1
    i	0.5	.	.	.	-0.4%	-1	699	.	.	.	.	.	.	.	.	i	17
40	Cc1cc(OC(=O)c2ccccc2C)c([N+](=O)[O-])c(=O)[nH]1
    i	0.9	.	.	.	0.1%	1	653	.	.	.	.	.	.	.	.	i	12
41	CC(=O)c1cccc(NC(=O)CCC(=O)Oc2ccc(C)cc2)c1
    i	0.7	.	.	.	0.1%	-1	802	.	.	.	.	.	.	.	.	i	55
42	COc1ccccc1NC(=S)NCc1ccccc1Cl
    i	0.2	.	.	.	-0.3%	-11	811	.	.	.	.	.	.	.	.	i	56
43	CCO[C@@H]1OC(C(=O)N2CCN(Cc3ccccc3)CC2)=C[C@H](C)[C@H]1CCCO
    i	2.3	2.2	1.8	7.8	-0.1%	-15	645	0.2	1193	-5	-8	.	.	i	-9	.	.
44	CCC(C)NC(=S)N(Cc1cc2cc(C)ccc2n2nnnc12)CC(C)(C)NC(C)C (stereo not drawn)
    i	0.4	.	.	.	-1.0%	-9	863	.	.	.	.	.	.	.	.	i	42

Assay outcomes: PubChem, several laboratories
